Screens deposited in PubChem by The Scripps Research Institute Molecular Screening Center.
TbREL1 primary: TbREL1 RNA ligase inhibitors, primary screen, biochemical, FRET fluorescence; actives 0.49% (n = 89,000); inhibition, % at 9.66 µM; TbREL1 RNA ligation;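 active = inhibition above the mean inhibition across all screened compounds plus 3 SD, cut at about 11% in these data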;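 note: 0% = plate median of test wells and 100% = NSC42067 control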
Target sequence (P86926 whole entry, looked up): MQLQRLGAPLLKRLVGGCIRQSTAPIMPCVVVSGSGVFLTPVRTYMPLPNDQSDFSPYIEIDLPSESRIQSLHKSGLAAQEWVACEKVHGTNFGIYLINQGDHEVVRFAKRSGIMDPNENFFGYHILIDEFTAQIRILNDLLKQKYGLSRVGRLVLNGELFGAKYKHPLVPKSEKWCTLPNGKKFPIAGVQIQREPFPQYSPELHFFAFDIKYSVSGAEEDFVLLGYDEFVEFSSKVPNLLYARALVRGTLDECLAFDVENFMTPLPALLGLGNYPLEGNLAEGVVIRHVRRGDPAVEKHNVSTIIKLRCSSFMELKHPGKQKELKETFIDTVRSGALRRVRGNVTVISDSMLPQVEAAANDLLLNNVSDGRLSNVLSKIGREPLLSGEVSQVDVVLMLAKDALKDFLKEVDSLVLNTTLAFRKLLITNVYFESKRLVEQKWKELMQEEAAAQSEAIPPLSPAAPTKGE
Starred values were filed as active, the others as inactive; & = joins results of further samples. An excerpt. The share of hits here may be higher or lower than overall.

TbREL1 primary,mol
-0.1,C(=N\Nc1ccccn1)/c1ccc2c(c1)OCCO2
-0.6,COc1ccc(/C=C2/SC(=O)N(CCNC(=O)C3COc4ccccc4O3)C2=O)cc1 (stereo unspecified)
0.4,COc1cccc(C2CC(c3cccs3)=NN2C(=S)Nc2ccccc2)c1OC (stereo unspecified)
-4.1,O=S(=O)(Nc1cccc(-c2cn3c(n2)SCC3)c1)c1ccccc1
-0.9,O=C(Cc1cccc(NC(=O)C2CCCN(C(=O)C3CCC3)C2)c1)Nc1cccc(C(=O)N2CCCC2)c1 (stereo unspecified)
-0.8,O=C(CN1C(=O)c2ccccc2C1=O)NC1(C(=O)O)CCCC1
-1.7,C=CCn1c(SCC(=O)NC2CCS(=O)(=O)C2)nc2scc(C3CC3)c2c1=O (stereo unspecified)
0.8,CSc1nnc(-c2cc3c(s2)-c2ccccc2CC3)o1
-6.4,FC(F)(F)c1ccc(Cl)c(-n2c(Cc3cccs3)n[nH]c2=S)c1
-1.9,COc1ccc2c(c1)C(SCC(=O)NCCc1ccc(Cl)cc1)CC(C)(C)O2 (stereo unspecified)
6.0,COc1ccc(CNC(=O)Cn2cccc2C(=O)c2ccccc2)cc1
-0.5,CCOC(=O)c1c(C)sc(Sc2ccc(Cl)cc2[N+](=O)[O-])c1OC
5.2,Cc1ccsc1C(=O)OCC(=O)NCc1cccs1
-2.8,O=C(N[C@@H](Cc1ccccc1)C(=O)OCc1ccccc1)c1nc[nH]c1C(=O)N1CCN(c2ccccc2)CC1
8.8,Cc1ccccc1/C=N/NC(=O)Cn1cnc([N+](=O)[O-])n1
-2.1,O=C1C2C3C=CC(C3)C2C(=O)N1Nc1ccc([N+](=O)[O-])cc1[N+](=O)[O-] (stereo unspecified)
-6.5,CN(CC(=O)NCC(c1ccccc1)N1CCCC1)S(=O)(=O)c1ccc(Cl)cc1 (stereo unspecified)
-2.5,CC(C)(C)OC(=O)NCCCC[C@H](NC(=O)c1nc[nH]c1C(=O)N1CCc2ccccc2C1)C(=O)OC(C)(C)C
4.3,CNc1c2cccc(C)c2nc2c(C(=O)NCCN(C)C)cccc12
3.0,COc1ccccc1C=C1SC(=S)NC1=O
-0.3,Cc1ccccc1N1CCN(C(=O)c2ccc(Oc3ccc(C(F)(F)F)cn3)cc2)CC1
5.6,O=C(COC(=O)C1CC2CCCC(C1)C2=O)Nc1cccc(F)c1 (stereo unspecified)
-0.3,O=C(CCCN1C(=O)/C(=C/c2ccccc2Cl)SC1=S)NNC(=O)c1cccnc1
-0.7,COc1ccc(NC(=O)N(C)C[C@H]2Oc3c(NS(=O)(=O)c4cccs4)cccc3C(=O)N([C@@H](C)CO)C[C@@H]2C)cc1
0.9,Clc1ccccc1-c1nnc(-c2ccc3c(c2)OCO3)o1
1.6,COc1ccccc1CNC(=O)C[n+]1ccccc1
1.9,Cc1noc(C)c1C(=O)NC(C)c1ccc(Cl)cc1Cl (stereo unspecified)
-3.6,COc1ccc(NC(=O)c2cc(-c3ccccn3)nc3ccccc23)cc1S(=O)(=O)N(C)C
0.0,CSc1[nH]c(=O)c(C(=O)O)cc1C#N
-2.0,CCOC(=O)N/N=C/c1ccc(OCCSc2ccc(Cl)cc2)c(OC)c1
1.8,C=CCn1c(SCC(=O)Nc2ccccc2OC)nnc1-c1ccccn1
5.4,CCOC(=O)c1sc(N2C(=O)C(O)=C(C(=O)c3ccco3)C2c2ccco2)nc1C (stereo unspecified)
3.1,CC(C)CN1C(=O)c2ccc(NC(=O)c3ccccc3F)cc2C1=O
3.6,NC(=O)c1cc([N+](=O)[O-])ccc1NCc1cccc2ccccc12
-0.1,N#CCc1nc2ccccc2c(=O)[nH]1
1.0,Cc1ccc(S(=O)(=O)NC(=O)N2CCCC2)cc1
11.8*,C=CCc1ccc(OCCCNCc2ccccc2)c(OC)c1
-2.2,COc1ccc(NS(=O)(=O)c2ccc(C)c(C(=O)N(C)Cc3ccc(OC)cc3OC)c2)cc1
-0.3,OCCN1CCN(CCOc2ccccc2-c2ccccc2)CC1
-0.4,COc1ccc2c(c1)OC[C@H]1[C@H]2N2C(=O)c3cc(F)ccc3NC(=O)[C@@]2(C)[C@H]1c1ccccc1

Quoted from the listing.
`NC(=O)c1cc([N+](=O)[O-])ccc1NCc1cccc2ccccc12` in TbREL1 primary → 3.6
`OCCN1CCN(CCOc2ccccc2-c2ccccc2)CC1` in TbREL1 primary → -0.3
`COc1ccc2c(c1)OC[C@H]1[C@H]2N2C(=O)c3cc(F)ccc3NC(=O)[C@@]2(C)[C@H]1c1ccccc1` in TbREL1 primary → -0.4
`C=CCc1ccc(OCCCNCc2ccccc2)c(OC)c1` in TbREL1 primary → 11.8*

Next part
TbREL1 primary,mol
1.1,Cc1nc2nc(NCc3cccs3)nn2c(C)c1Cl
-0.3,O=P1(O)C=C(c2ccccc2)OC(c2ccccc2)=C1
2.6,Cc1ccc(S(=O)(=O)c2c(C)nn(C(C)(C)C)c2OC(=O)CC(C)C)cc1
-3.5,CC(=O)c1cccc(OCC(=O)Nc2cccc(C(=O)Nc3c(C)n(C)n(-c4ccccc4)c3=O)c2)c1
1.3,CS(=O)(=O)N(CC(=O)Nc1ccc(F)c(F)c1)c1cccc([N+](=O)[O-])c1
-3.0,COc1ccc(CCn2c(=O)[nH]c3cc(C(=O)NCCCN4CCOCC4)ccc3c2=O)cc1OC
-2.4,CCCc1cc(-c2n[nH]c(=S)n2C(C)c2ccccc2)cs1 (stereo unspecified)
-1.4,C[C@H]1CN([C@@H](C)CO)C(=O)CCCn2nncc2CO[C@@H]1CN(C)Cc1ccc2c(c1)OCO2
1.1,N#C/C(=N\Nc1ccccc1F)c1nc(-c2ccccc2)cs1
-1.1,C=CCn1c(C)cc(C(=O)COc2nncc3ccccc23)c1C
-3.0,Cc1cccc(C)c1-n1nnnc1C(c1ccnc2ccccc12)N1CCN(CC(=O)NC(C)C)CC1 (stereo unspecified)
-7.3,COc1ccc(CNC(=S)N/N=C/c2ccc(O)c(OC)c2)cc1
-6.1,CCN(CCCNC(=O)CNC(=O)c1nn(-c2ccc(OC)c(OC)c2)c(=O)c2ccccc12)c1ccccc1
-1.4,COc1ccc(CN2CCNC(=O)C2CC(=O)NC2CCOCC2)cc1C (stereo unspecified)
0.6,CCOC(=O)c1ccccc1NC(=O)c1cccs1
5.7,C/C(CC(=O)Nc1ccc(Cl)cc1Cl)=N\NC(=O)c1ccco1
-3.9,CN1CCC[C@@H]1CCNC(=O)c1cccc2c1C(=O)c1ccc(N3CCCC3)cc1S2(=O)=O
0.2,CC(=O)NC1CCC(OC(=O)Nc2ccccc2)CC1 (stereo unspecified)
-1.4,Cc1csc(NC(=O)CSc2nnc(-c3ccccn3)n2-c2ccc(C)c(C)c2)n1
-5.1,Cc1ccc2c(c1)c1c3n2CCN(C(=O)Cn2c(-c4ccccc4)noc2=O)C3CCC1 (stereo unspecified)
0.3,Cc1ccccc1NC(=O)C1C2CCCC1C2c1ccccc1 (stereo unspecified)
-2.7,Cc1oc(-c2ccccc2F)nc1CS(=O)CC(=O)NCc1ccccc1 (stereo unspecified)
0.0,Cc1ccccc1-c1nc(CS(=O)(=O)CC(=O)NCc2ccco2)c(C)o1
-4.5,Cc1ccc(NC(=O)CCn2cccc2)cc1Cl
3.0,Cc1ccc(N2C(=O)C(Cl)=C(NCc3ccccc3)C2=O)c(C)c1
1.2,CCN(C)C1CN(Cc2cn(CCCC(=O)OC)nn2)S(=O)(=O)C1 (stereo unspecified)
-1.9,COc1cccc(OC)c1OC(=O)C1CC(=O)N(c2ccc3c(c2)OCCO3)C1 (stereo unspecified)
2.3,COc1ccccc1/C=N\NC(=O)c1cccc(S(=O)(=O)N(C)C)c1
-0.1,Cc1ccsc1C(=O)Nc1cc(Cl)ccc1-n1cncn1
4.8,Cc1cc(NC(=O)COC(=O)CC2CCCC2)c([N+](=O)[O-])cc1C
0.0,COCCSc1ccccc1C(=O)N1CCN(c2ccccc2)CC1
-1.7,Cn1c(C(=O)O)ccc1S(=O)(=O)N(Cc1ccccc1)Cc1ccccc1
1.3,Cc1c(NC(=O)C(C)NCC2CCCO2)c(=O)n(-c2ccccc2)n1C (stereo unspecified)
-0.8,Nc1cc(S(=O)(=O)N2CCOCC2)ccc1Oc1cccc(Br)c1
-1.2,Nc1nc(Nc2ccccc2F)nc(NCc2ccco2)c1[N+](=O)[O-]
0.5,Cc1cc2nc(-c3ccc4c(c3)CCC4)ccn2n1
-2.3,Cc1nc(S(=O)(=O)Cc2ccc(Cl)cc2)nc2c1CCC2
-1.9,O=C(NCCCc1ccccc1)c1ccncc1
2.2,C/C(N)=C(/C#N)C(=O)CSc1nc2cc(Cl)ccc2c(=O)n1Cc1ccco1
-2.0,CC[C@H](C)[C@H](NC(=O)c1ccc(Cl)cc1)C(=O)OCC(=O)c1ccc2c(c1)NC(=O)CO2
0.5,COc1ccc(S(=O)(=O)Nc2ccc(F)cc2)c(C)c1C
-7.4,CCc1nn2c(N(C)CCO)cc(C)nc2c1-c1ccc(F)cc1
2.9,COc1ccc(Nc2nc(NCc3ccco3)nc(N/N=C/c3ccc(O)cc3)n2)cc1
-1.5,Cc1ccc(-c2nnc(Nc3ccc4c(c3)OCO4)c3ccccc23)cc1S(=O)(=O)NC(C)C
7.2,C=CCN=C1NC(c2ccccc2)C(C(=O)OC)=C(C)N1Cc1ccccc1C(F)(F)F (stereo unspecified)
1.2,CC(=O)C1(O)C(C)CC2C3CC=C4CC(O)CCC4(C)C3CCC21C (stereo unspecified)
-4.6,Cc1ccc(NC(=O)Cn2sc3nc(C)cc(C)c3c2=O)c(Cl)c1
-0.6&-1.2,Cc1ccc(-c2nn3c(C)nnc3s2)cc1NC(=O)c1ccc(-c2cccc(Cl)c2)o1

Part of the list above in another layout.
Structure | TbREL1 primary
C=CCN=C1NC(c2ccccc2)C(C(=O)OC)=C(C)N1Cc1ccccc1C(F)(F)F (stereo unspecified) | 7.2
CC(=O)C1(O)C(C)CC2C3CC=C4CC(O)CCC4(C)C3CCC21C (stereo unspecified) | 1.2
CCc1nn2c(N(C)CCO)cc(C)nc2c1-c1ccc(F)cc1 | -7.4

The list continues:
TbREL1 primary,mol
-0.7,O=C(CCc1nc(-c2ccccc2Cl)no1)NC1CCCC1
1.9,COCCNCC#CCOc1ccc(OC)cc1
-6.8,COCCNc1nc2c(c(=O)n(Cc3ccc(OC)cc3)c(=O)n2C)n1C
-2.7,O=C(CN(Cc1ccc(F)cc1)C(=O)CCC(=O)Nc1nccs1)NCC1CCCO1 (stereo unspecified)
4.2,COc1ccc(OC)c(NC(=O)CCCN2C(=O)C3C4C=CC(C4)C3C2=O)c1 (stereo unspecified)
-0.8,CCCN(CCC)Cc1c(C(=O)N/N=C/c2ccco2)nnn1-c1nonc1N
-0.2,COc1ccc2c(c1)oc1c(SCc3nc4ccccc4[nH]3)nc(C)nc12
2.8,CCN1C(=O)[C@H]2[C@@H](c3ccc(Cl)cc3)N3C(=O)CN(CC4CC4)C(=O)[C@@]3(C)[C@H]2C1=O
-3.9,CC(=O)Nc1ccc(NC(=O)C(C)OC(=O)CCC(=O)c2ccc(F)cc2)cc1 (stereo unspecified)
2.1,COc1ccc(NC(=O)CN2C(=O)NC3(CCCC3)C2=O)cc1OC
-0.4,O=C(COC(=O)c1ncc(Cl)c(Cl)c1Cl)NC(=O)c1ccccc1
3.3,O=C(Nc1ccc(Oc2ccc3c(c2)C(=O)N(c2ccc(O)cc2)C3=O)cc1)c1cccs1
-1.5,CC(C)[C@H](NC(=O)c1ccccc1Cl)C(=O)OCC(=O)NC(=O)NCc1ccco1
0.0,C/C=C/C(=O)Nc1cccc(C2=NOC3(C2)C[C@@H](C(N)=O)N(C(=O)c2cc([N+](=O)[O-])cc([N+](=O)[O-])c2C)C3)c1 (stereo partly specified)
1.9,CN(C)CCN(C(=O)C1CCN(S(=O)(=O)c2cccs2)CC1)c1nc2ccc(F)cc2s1
6.0,CCN1CCN(C(C)C(=O)NC2CCCCC2)CC1 (stereo unspecified)

Reformatted: results already given.
CC(=O)Nc1ccc(NC(=O)C(C)OC(=O)CCC(=O)c2ccc(F)cc2)cc1 (stereo unspecified)
  TbREL1 primary: -3.9
COc1ccc(NC(=O)CN2C(=O)NC3(CCCC3)C2=O)cc1OC
  TbREL1 primary: 2.1
O=C(COC(=O)c1ncc(Cl)c(Cl)c1Cl)NC(=O)c1ccccc1
  TbREL1 primary: -0.4
O=C(Nc1ccc(Oc2ccc3c(c2)C(=O)N(c2ccc(O)cc2)C3=O)cc1)c1cccs1
  TbREL1 primary: 3.3

Other results follow:
TbREL1 primary,mol
1.1,C=CCC(NC(=O)Cc1ccccc1)C(=O)NCCC (stereo unspecified)
0.3,N#CCCN(C(=O)Cn1nc(C(=O)O)c2ccccc2c1=O)c1ccccc1
5.2,COc1cc(NC(=O)C2CC2C)c(C(=O)O)cc1OC (stereo unspecified)
-0.1,Cc1ccc(CNC(=O)C2CCC(=O)N(CCCN3CCOCC3)C2)cc1 (stereo unspecified)
-0.7,COc1ccccc1C(=O)O/N=C1/CCCc2c1ccc(OC)c2[N+](=O)[O-]
1.0,COc1ccc(CNC(=O)c2sc(=O)n(Cc3ccc(C)cc3)c2C)cc1OC
-3.2,COC(CNC(=O)[C@H](Cc1ccccc1)NC1(C(=O)NC2CCCCC2)CCC1)OC
4.8,COc1ccccc1CC(=O)NNS(=O)(=O)c1cccc([N+](=O)[O-])c1
3.0,COc1ccc(CCNC(=O)COc2ccc(S(=O)(=O)N3CCOCC3)cc2)cc1
5.3,COc1ccc(S(=O)(=O)N2CCCCCC2)cc1C(=O)NCCc1ccc(F)cc1
-2.4,COc1ccc2occ(C(=O)c3coc4ccc(O)c(CN(C)C)c34)c2c1
-5.5,COC(=O)c1ccc(N2CCN(c3ccccc3)CC2)c(N)c1
-0.5,CC1(C)NC(=O)N(CC(O)COc2ccc(-c3ccccc3)cc2)C1=O (stereo unspecified)
-0.3,CCOC(=O)c1cnc(-n2nc(C)cc2C)nc1N1CCOCC1
-2.5,CCOC(=O)[C@H]1[C@H]2COc3ccc(C)cc3[C@@H]2N2C(=O)c3cc(F)ccc3NC(=O)[C@@]12C
-2.1,CCn1c(SCc2ccc(Cl)c(Cl)c2)nnc1C(C)NC(=O)c1ccc(OC)cc1 (stereo unspecified)
4.1,CC(=O)c1ccc(NC(=O)Nc2ccc(Br)cc2C)cc1
-2.0,O=C(NCCCn1ccnc1)C(=O)NCc1ccc(Cl)cc1
4.0,CCC(CC)NC(=O)c1ccc2c(c1)OCCO2
-5.0,CN1CCN(S(=O)(=O)c2cccc(C(=O)N(Cc3ccccc3)c3ccccc3)c2)CC1
